Bioassay records (PubChem BioAssay)
hiPSC survival: enhancers of human iPSC single-cell survival; hiPSC single-cell survival, ATPlite luminescence; 100% = ROCK inhibitor wells, 0% = DMSO; survival enhancement, % at 20 µM; hit rate 0.044% among 360,000; AID 602274; in the data active = survival enhancement above about 18%;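 also: cells exposed to compounds for 16 hours before the ATP read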
aDG glyco up: alpha-DG glycosylation activation. AID 624168. Pro5-aDG cells, alpha-DG glycosylation AlphaScreen (IIH6); 0% Pro5, 100% B10-LARGE cell signal. hit rate 0.22% among 360,000. activation, % at 10 µM;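 active = activation of at least 8% versus controls, or a plate z-score of at least 8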;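 also: Pro5 are CHO cells carrying HIG-tagged alpha-DG that lacks glycosylation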
Exocytosis inh: lytic granule exocytosis inhibition; TALL-104 LAMP-1 surface exposure, flow cytometry; cells stimulated with thapsigargin and PMA; inhibition, % at 10 µM; hit rate 0.66% among 360,000; AID 651702;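 active = inhibition above about 55%, limit read from the data; inconclusive = no clear call, values can overlap the other calls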
MC4R ag barr: human MC4R agonism via beta-arrestin; P32245; U2OS MC4R beta-arrestin complementation, luminescence; percent of melanotan II response, DMSO zero; activation, % at 8.9 µM; hit rate 0.98% among 360,000;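 active = activation above a per-plate cutoff, the mean activation of sample wells on that plate plus 3 SD, cut at about 8% in these data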
MC4R antag cAMP: human MC4R antagonism in cAMP assay; P32245; AID 540295; hit rate 0.48% among 360,000; MC4R-expressing cells, MTII-stimulated cAMP, LANCE TR-FRET; inhibition, % at 6.5 µM;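 active = inhibition above its plate's cutoff, the mean of tested wells on that plate plus 3 SD, cut at about 29% in these data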;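 also: 0% = Melanotan II alone and 100% = Melanotan II plus saturating MCL0020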
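material = U2OS cells stably expressing human melanocortin 4 receptor (MC4R) | also added = Melanotan II challenge | dosing = single nominal compound dose of 6.5 µM | detection = TR-FRET with Eu-cAMP and labeled anti-cAMP, 671 nm | replication = singlicate | timing = compound 30 min, challenge 1 h, detection 1 h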
N-glyco inh: blocks N-linked glycosylation in D54 reporter cells; D54 ERlucT glycosylation luciferase reporter, 24 h; percent of 100 nM tunicamycin response; reporter increase, % at 12.5 µM; hit rate 0.23% among 360,000;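 active = mean luciferase reporter signal, scaled so untreated is 0 and the glycosylation-blocking control 100, at or above a set limit in every replicate; inconclusive = mean reaches the limit but not every replicate does; inactive = mean below the limit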;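 also: luciferase carries N-glycosylation sites so blocking glycosylation raises the light; 0% = median of neutral control wells and 100% = median of 100 nM tunicamycin wells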
ABCB6 inh 2: human ABCB6 transporter inhibition; K562-ABCB6 porphyrin accumulation, flow cytometry, 1 h; active compounds read low; hit rate 0.19% among 360,000; fluorescence ratio to DMSO, % at 10 µM; AID 602162; Q9NP58;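 active = fluorescence ratio to DMSO below 75%, the collection mean minus 3 SD; inconclusive = too few cells collected in the well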;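 also: signal is porphyrin accumulated inside mitochondria; 100% equals median channel fluorescence of DMSO control wells; lower ratio means ABCB6 inhibition with less porphyrin fluorescence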
HTR2A ag: activates the mouse 5-HT2A serotonin receptor; CHO-K1 mHTR2A beta-arrestin complementation, luminescence; percent of 30 µM serotonin response; AID 624169; hit rate 0.66% among 360,000; activation, % at 7.6 µM;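 active = activation above a run cutoff, the mean activation of all tested compounds plus 3 SD, cut at about 14% in these data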;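 also: 0% = plate median of compound wells and 100% = 30 µM serotonin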
ABHD5-PLIN5 inh: ABHD5-PLIN5 protein interaction inhibition; Q00G26+Q8WTS1; Split G. princeps luciferase complementation, luminescence, 4 h; inhibition, % at 4 µM; hit rate 0.78% among 360,000; AID 602281;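 active = inhibition above the mean inhibition across every tested compound plus 3 SD, cut at about 22% in these data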;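 also: 0% = DMSO only wells and the 100% control is not disclosed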
Target sequence (Q00G26 whole entry, looked up): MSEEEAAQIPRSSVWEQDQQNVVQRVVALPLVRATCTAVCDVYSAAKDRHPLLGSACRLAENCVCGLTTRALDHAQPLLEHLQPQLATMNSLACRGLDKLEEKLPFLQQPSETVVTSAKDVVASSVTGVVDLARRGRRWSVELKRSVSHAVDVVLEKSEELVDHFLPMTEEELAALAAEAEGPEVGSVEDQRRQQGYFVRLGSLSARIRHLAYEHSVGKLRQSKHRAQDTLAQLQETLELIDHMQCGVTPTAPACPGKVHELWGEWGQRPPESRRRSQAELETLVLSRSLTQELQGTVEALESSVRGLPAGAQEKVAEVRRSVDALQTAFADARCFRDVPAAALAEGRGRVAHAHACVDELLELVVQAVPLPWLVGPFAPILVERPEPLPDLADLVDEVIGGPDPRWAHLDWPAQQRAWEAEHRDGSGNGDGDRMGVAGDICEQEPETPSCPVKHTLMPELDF
Target sequence (Q8WTS1 whole entry, looked up): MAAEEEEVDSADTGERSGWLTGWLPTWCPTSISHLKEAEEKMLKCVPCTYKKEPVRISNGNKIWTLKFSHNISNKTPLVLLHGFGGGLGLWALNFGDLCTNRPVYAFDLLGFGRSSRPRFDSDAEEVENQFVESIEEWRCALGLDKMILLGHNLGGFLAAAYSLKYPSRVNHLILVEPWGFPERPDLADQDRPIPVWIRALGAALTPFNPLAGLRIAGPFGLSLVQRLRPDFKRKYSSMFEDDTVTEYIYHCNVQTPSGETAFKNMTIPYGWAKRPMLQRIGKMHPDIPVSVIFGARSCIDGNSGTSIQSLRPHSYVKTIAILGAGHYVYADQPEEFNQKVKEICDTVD
Cardio protect: modulators protecting cardiomyocytes from myocardial damage. H9c2 cardiomyocytes, H2O2 injury protection, ATPLite, 2 h. protection from H2O2 cell death, % at 20 µM. hit rate 0.63% among 360,000;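 active = compounds giving at least 50% protection of heart cells from peroxide-induced death in the single-dose screen, raw or plate-pattern-corrected value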;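 also: 0% = DMSO wells with peroxide and 100% = DMSO wells without peroxide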
* hit, by the source's call; ? = inconclusive; . = no result given.

Below each SMILES: hiPSC survival	aDG glyco up	Exocytosis inh	MC4R ag barr	MC4R antag cAMP	N-glyco inh	ABCB6 inh 2	HTR2A ag	ABHD5-PLIN5 inh	Cardio protect
(1) O=c1c2ccccc2nc(SCc2cc([N+](=O)[O-])cc3c2OCOC3)n1-c1ccccc1
 : 1.7	0.0	2.0	-1.2	9.3	-1.3	97.0	3.5	1.2	-4.2
(2) CC(C)Oc1ccc(S(=O)(=O)N2CCOCC2)cc1NC(=O)C(C)Oc1ccc(F)cc1 (stereo unspecified)
 : -0.6	0.2	-6.7	-1.1	5.7	-1.3	94.0	2.5	-3.5	2.2
(3) CC1CN(c2nc(Nc3ccccc3)nc(N)c2[N+](=O)[O-])CC(C)O1 (stereo unspecified)
 : 1.0	0.0	2.4	0.7	7.7	5.1	100.0	-7.6	-6.5	3.3
(4) CC/C(=N\OC(=O)c1ccc(OC(C)C)cc1)c1ccc(C)cc1
 : -3.2	0.2	-1.2	-2.3	-1.6	-3.4	98.0	-1.8	-4.9	-15.0
(5) Cc1ccccc1NS(=O)(=O)c1cc(C(=O)Nc2ccccc2-c2ccccc2)ccc1Cl
 : 2.4	0.1	5.1	-2.3	2.2	-2.2	97.0	1.5	-3.1	8.8
(6) O=C(/C=C\c1ccccc1[N+](=O)[O-])Nc1ccccc1
 : 0.2	-0.3	-1.7	-2.9	12.3	-2.1	98.0	-7.5	0.5	12.0
(7) CN(CCO)c1cc(N2CCCCC2)c2nonc2c1[N+](=O)[O-]
 : -1.0	-0.7	3.0	-2.4	6.0	0.8	103.0	2.8	-1.2	0.4
(8) O=C1S/C(=C/c2ccc(N3CCOCC3)o2)C(=O)N1Cc1c(F)cccc1Cl
 : 2.0	0.1	105.6*	-0.9	-2.1	-3.5	275.0	-3.5	25.0*	-4.5
(9) O=c1c2cnn(-c3ccccc3)c2ncn1Cc1ccco1
 : -0.3	0.2	-1.7	-1.4	4.0	3.1	93.0	-1.9	3.9	-4.7
(10) Brc1ccc(-c2noc(CCc3ccccc3)n2)cc1
 : 5.1	-0.3	-2.2	-0.6	4.3	2.2	97.0	0.4	-4.9	-11.8
(11) CCOC(=O)C1=C(C)NC(C)=C(C(=O)OCC)C1C(=O)OCC(=O)NCc1ccccc1OC
 : -0.8	0.3	-15.5	-1.8	5.2	2.3	98.0	2.6	5.1	7.2
(12) Oc1ccc(C[C@H]2CN([C@@H](Cc3ccc(O)cc3)CN3CCC[C@@H]3CN3C(=S)NC[C@@H]3Cc3ccccc3)C(=S)N2CC2CCCCCC2)cc1
 : -0.4	1.4	30.5	.	.	-0.7	97.0	-5.4	16.0	-10.1
(13) COCCCn1c2nc3ccccc3nc2c2c(=O)n(CC3CCCO3)cnc21 (stereo unspecified)
 : 3.2	-0.3	-2.8	-0.8	6.4	5.7	97.0	0.0	-1.8	1.3
(14) CCOC(=O)c1cc2c(C(F)(F)F)cc(-c3ccccc3)nc2o1
 : -3.9	-0.3	-1.0	2.5	-2.1	3.1	98.0	0.0	3.4	-1.3
(15) Cc1ccc(-c2nc(N)sc2CC(=O)OCC(=O)N2C(C)CCCC2C)cc1 (stereo unspecified)
 : 1.5	-0.4	1.2	-3.0	2.8	-1.0	112.0	-3.4	-0.6	1.9
(16) COc1cc(NC(=O)c2ccccc2F)c(OC)cc1NC(=O)CN1CCCCC1
 : 0.6	0.1	4.7	-1.6	-5.4	-0.5	97.0	-8.6	6.6	2.2
(17) O=C(NC(=S)Nc1ccc(Cc2ccncc2)cc1)c1ccccc1Cl
 : 5.1	-0.1	0.2	-3.0	6.5	0.0	99.0	1.4	-4.8	-0.8
(18) CC(C)(C)c1nnc2sc(SCC(=O)c3ccc(Cl)cc3)nn2c1=O
 : -1.1	-0.3	-3.4	-0.7	3.6	?	91.0	-5.1	-3.0	3.5
(19) CCC1=NN(C(=O)COc2ccccc2)C(O)(c2ccncc2)C1 (stereo unspecified)
 : -0.3	0.3	-1.6	-0.4	14.8	1.5	98.0	6.0	-1.9	1.3
(20) CCCCN1/C(=C/c2cccc[n+]2C)Sc2cc(NC(C)=O)ccc21
 : -0.3	-0.1	8.8	-1.7	-0.6	1.2	133.0	1.7	1.5	-5.2
(21) CCn1nnc2cc(C(=O)O)ccc21
 : 3.4	0.0	-3.0	-0.6	2.3	0.7	95.0	-3.4	-2.7	-5.5
(22) CN1CCCN(S(=O)(=O)c2ccccc2)CC1
 : 1.4	0.0	-5.0	1.1	7.8	1.0	97.0	1.8	3.1	5.0
(23) CC1C(=O)Nc2ccc(S(=O)(=O)NCCc3ccc(Cl)cc3)cc2NC1=O (stereo unspecified)
 : 0.3	-0.2	11.3	1.2	8.1	-1.3	96.0	-5.6	-5.9	3.1
(24) COc1ccc2cc(CCNC(=O)C3CC3)c(=O)[nH]c2c1
 : 7.4	-0.2	-0.9	-2.2	-3.8	0.0	101.0	-1.5	-2.8	15.8
(25) CC(=O)C1=C(O)C(=O)N(Cc2cccnc2)C1c1ccccc1 (stereo unspecified)
 : 0.8	0.0	0.7	0.8	7.8	3.3	94.0	0.4	-2.3	1.8
(26) COc1ccc(-c2cnc3c(NC=O)cc(-c4ccccc4)cn23)cc1OC
 : -1.2	0.1	10.5	26.9*	-34.9	20.9	112.0	-2.8	12.8	16.9
(27) CC1=C(C(=O)OCc2ccccc2)C(c2ccc(Cl)cc2Cl)NC(=O)N1CCCC(=O)O (stereo unspecified)
 : -2.9	-0.2	75.4*	-1.9	0.2	1.3	96.0	-4.4	-9.0	-2.1
(28) COc1ccccc1OCC(=O)NCCCn1ccnc1
 : -2.0	-0.3	3.3	0.9	-5.2	-1.7	101.0	-0.6	-0.1	3.9
(29) O=C(CCN1CCN(CC(=O)Nc2ccccc2F)CC1)Nc1ccccc1F
 : -3.8	0.3	3.6	-1.0	2.3	0.7	96.0	-6.3	-8.1	11.3
(30) CCOc1cc(C(c2c(C)[nH][nH]c2=O)c2c(C)[nH][nH]c2=O)ccc1OC(=O)c1cccc([N+](=O)[O-])c1
 : 0.1	0.0	-7.0	-1.7	9.1	8.8	91.0	-0.5	-4.2	3.9
(31) CCn1cc(C(=O)NCc2ccc3c(c2)OCO3)c2cc(OC)c(OC)cc2c1=O
 : -1.2	-0.1	-1.9	-2.3	-0.3	0.4	98.0	0.7	-3.2	5.9
(32) Cc1ccc(C)c(N2CCN(C(=O)c3ccc(CS(=O)(=O)c4ccccc4C)o3)CC2)c1
 : 3.4	-0.3	-5.3	-1.0	4.3	10.8	92.0	1.0	2.7	37.7
(33) O=C1CSC(c2cn(-c3ccccc3)nc2-c2cccs2)N1CC1CCCO1 (stereo unspecified)
 : 3.4	-0.2	-1.1	-1.2	5.7	-2.5	102.0	4.0	1.5	11.2
(34) C(=C\c1ccco1)/c1ccc2ccccc2n1
 : -0.2	0.2	59.2*	2.6	8.2	-10.9	128.0	-0.2	11.8	-0.2
(35) Cc1ccc(-c2noc(CN3CCCCC3)n2)cc1
 : 0.0	-0.1	-1.2	0.0	-5.3	-3.3	94.0	13.4	-2.7	-5.5
(36) COc1ccc2c(c1)N(C)/C(=C/c1cccc[n+]1C)S2
 : -0.4	-0.1	3.7	-0.2	-11.4	8.3	416.0	-1.2	4.4	-12.4
(37) Cc1nn(S(=O)(=O)c2ccccc2)c(C)c1S(=O)(=O)N1CCOCC1
 : -0.3	0.0	12.6	0.4	-7.0	1.7	105.0	-3.3	8.9	-2.0
(38) Cc1cc(O)c(-c2cc(C(=O)Nc3sc4c(c3C(=O)NCc3ccco3)CCC4)[nH]n2)cc1C
 : -0.6	-0.5	0.4	2.0	10.1	-8.9	100.0	-0.5	-2.9	0.5
(39) Cc1cccc(C(CC(=O)N2CCCC2)c2ccccc2)c1O (stereo unspecified)
 : 5.2	-0.2	4.5	-1.6	-2.4	-1.7	103.0	-4.4	2.9	7.8
(40) O=C(O)/C=C/c1cn(Cc2ccccc2)nc1-c1ccccc1
 : 3.0	-0.3	-0.5	-0.3	12.8	1.9	97.0	-0.5	1.7	-3.5
(41) CNC(=O)C(=O)NCCN1CCN(C(=O)c2ccc([N+](=O)[O-])cc2)CC1
 : 0.1	0.1	2.9	0.4	22.2	1.8	112.0	1.4	-0.5	-4.6
(42) O=C(NCc1cccc(C(F)(F)F)c1)c1ccc(=O)[nH]c1
 : 0.9	-0.1	26.2	1.4	0.1	2.6	91.0	-3.3	-6.0	3.1
(43) O=C(Cn1c(=O)c2cccn2c2ccccc21)Nc1ccc(F)cc1F
 : 0.3	0.0	-0.4	-1.8	0.4	-2.4	112.0	-3.6	-6.8	9.9
(44) COc1cccc(N2CCN(C3C4CC5CC(C4)CC3C5)CC2)c1 (stereo unspecified)
 : -1.4	-0.2	-2.2	5.4	2.9	-3.5	.	5.1	2.8	-8.3
(45) O=C(NCC1CCCO1)C1CCCN1C(=O)Nc1ccc(Cl)cc1 (stereo unspecified)
 : -1.1	-0.1	0.4	-2.5	0.4	0.4	97.0	9.4	-1.0	-5.0
(46) COc1ccccc1NC(=O)N(Cc1ccccc1)C1=NCC(C)S1 (stereo unspecified)
 : -0.4	0.4	0.1	4.4	16.0	-0.7	98.0	-2.4	3.1	0.1
(47) O=C(Cn1cnc2nc3n(c2c1=O)CCC3)NCc1ccccc1
 : -2.0	-0.2	-1.3	-0.5	-2.0	3.0	100.0	2.9	-8.1	3.5
(48) CCN(CC)C(=O)c1sc2nc(-c3cccs3)cc(-c3cccs3)c2c1N
 : -0.4	-0.1	3.6	-1.6	4.9	2.4	151.0	-1.8	1.5	6.8
(49) COc1cc2c(cc1OC)CN(CC(=O)NC(=O)NC(C)(C)C)CC2
 : 0.0	1.0	-2.5	-0.5	5.8	0.8	96.0	4.5	-4.0	1.4
(50) O=C(Nc1ccccc1)ON=C1CCCC1
 : 3.7	-0.3	-1.8	-1.2	2.5	1.0	98.0	0.0	-0.7	-1.8
